Source: PubChem BioAssay (several laboratories)
HTR5A ag ctr = HTR5A agonists in luminescence cell assay, primary screen, counter-screen for OPRM1-OPRD1 heterodimer agonist project, full-deck HTS. 5-hydroxytryptamine receptor 5A (Homo sapiens), P47898. cell-based. activation, % at 9.3 µM. actives 0.61% (n = 340,000). AID 504692, 2011; in the data active means activation mostly above about 9.5%, no sharp cut-off; inactive means mostly below about 7.6%;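 further: 0% = cells with vehicle only and 100% = reference agonist; strong numbers were not always called active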
Target sequence (P47898 whole entry, looked up): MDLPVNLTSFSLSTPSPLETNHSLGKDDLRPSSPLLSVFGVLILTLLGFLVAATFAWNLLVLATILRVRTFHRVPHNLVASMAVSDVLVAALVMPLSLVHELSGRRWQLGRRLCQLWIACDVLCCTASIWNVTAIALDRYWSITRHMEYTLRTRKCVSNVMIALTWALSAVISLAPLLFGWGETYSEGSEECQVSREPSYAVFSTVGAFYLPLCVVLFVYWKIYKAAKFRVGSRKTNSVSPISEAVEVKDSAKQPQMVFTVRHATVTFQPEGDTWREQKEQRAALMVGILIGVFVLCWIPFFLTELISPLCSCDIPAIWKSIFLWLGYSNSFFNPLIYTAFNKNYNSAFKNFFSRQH
Arr AP2 block = inhibitors of beta-arrestin/AP2 binding, primary screen, biochemical, GPCR trafficking, flow cytometry; FITC-arrestin peptide / GST-AP2 beads; AP2 beta2 appendage carries R879A mutation; inhibition, % at 10 µM; actives 0.31% (n = 340,000);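 active means inhibition above a set limit, near 3 SD of compounds lacking own fluorescence, cut at about 54% in these data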;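 further: plate controls were DMSO wells for no effect and 5 µM unlabelled arrestin peptide for full effect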
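System: GST-tagged AP2 beta2-adaptin appendage (R879A) on 4 µm glutathione beads / Reagent: FITC-arrestin peptide, 50 nM / Detection: HyperCyt-sampled flow cytometry, FL1 channel, ex 488/em 535 nm / Timing: 12 min plus 1 h, RT / Buffer or medium: PBS plus Tween 20 (0.05%) and BSA (0.1%)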
MOR-DOR inv ag = inverse agonists of MOR-DOR heterodimerization, primary screen, cell-based, luminescence. inhibition, % at 9.3 µM. actives 0.21% (n = 340,000). cell-based MOR-DOR heterodimer luminescence, inverse agonism. Mu-type opioid receptor (Homo sapiens) + Delta-type opioid receptor (Homo sapiens), …. AID 504357, 2011; in the data active means inhibition above about 22%, passing the limit was not always enough;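 further: 0% = cells with DMSO and 100% = wells without cells with DMSO; values of inactives mirror those of a sister screen read the other way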
PKA-R2B activ = activators of PKA-R2B holoenzyme, primary screen, biochemical, fluorescence polarization, Cy5-IP20, human; cAMP-dependent protein kinase catalytic subunit beta (Homo sapiens) + cAMP-dependent …; PKA-R2B holoenzyme dissociation; R2B truncated from residue 108, S112A mutant; 0% DMSO only, 100% 113 µM cGMP; activation, % at 11.4 µM; actives 0.079% (n = 340,000); AID 504700, 2011;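 active means activation above a cutoff set at the mean over all compounds plus 3 SD, cut at about 18% in these data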;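 further: higher means more holoenzyme dissociation and a rise in polarization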
PKA-R1A act = activators of PKA-R1A holoenzyme, primary screen, biochemical, fluorescence polarization, Cy5-IP20, bovine R1A, mouse PKAc. cAMP-dependent protein kinase type I-alpha regulatory subunit (Bos taurus) + …. PKA-R1A dissociation; scaled: DMSO 0%, 113 µM cGMP 100%. activation, % at 11.4 µM. actives 0.083% (n = 340,000);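 active means percent activation above the mean of all tested compounds plus 3 SD, cut at about 19% in these data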;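 further: higher means more PKAc released from R1A so a rise in polarization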
V-ATPase pHluor = regulators of yeast V-ATPase proton pumping, primary screen, pHLuorin cytosolic pH fluorescence; S. cerevisiae; response, % at 10 µM; actives 0.37% (n = 350,000); AID 504577, 2011; in the data active means response mostly above about 7.3%, no sharp cut-off; inactive means mostly below about 5.4%; further: actives read high; inactives centre near 0; some compounds called inactive have numbers as strong as hits; reference of the scale not given here
Pemphigus Ab inh = inhibitors of pemphigus antibody binding to DSG3, primary screen, biochemical, bead-based, flow cytometry, scFv-GFP; actives 0.48% (n = 310,000); AID 588358, 2011; DSG3-coupled beads, scFv-anti-DSG3-GFP binding; active compounds read low; binding (percent of control), % at 10 µM; Desmoglein-3 (Homo sapiens), P32926;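 active means binding more than 3 SD below its plate's average and above zero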;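 further: hits lower antibody fragment binding to DSG3; some compounds called inactive have numbers as strong as hits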
DAGLB inhibitor = DAGLB lipase inhibitors, primary screen, biochemical, fluorescence, HTS | HEK293T DAGLB membrane lysate, EnzChek fluorogenic substrate | actives 0.059% (n = 340,000) | Diacylglycerol lipase-beta (Homo sapiens), Q8NCG7 | AID 504411, 2011 | inhibition, % at 5.17 µM; in the data active means inhibition above about 34%;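 further: 0% = enzyme with vehicle and 100% = wells lacking enzyme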
Target sequence (Q8NCG7 whole entry, looked up): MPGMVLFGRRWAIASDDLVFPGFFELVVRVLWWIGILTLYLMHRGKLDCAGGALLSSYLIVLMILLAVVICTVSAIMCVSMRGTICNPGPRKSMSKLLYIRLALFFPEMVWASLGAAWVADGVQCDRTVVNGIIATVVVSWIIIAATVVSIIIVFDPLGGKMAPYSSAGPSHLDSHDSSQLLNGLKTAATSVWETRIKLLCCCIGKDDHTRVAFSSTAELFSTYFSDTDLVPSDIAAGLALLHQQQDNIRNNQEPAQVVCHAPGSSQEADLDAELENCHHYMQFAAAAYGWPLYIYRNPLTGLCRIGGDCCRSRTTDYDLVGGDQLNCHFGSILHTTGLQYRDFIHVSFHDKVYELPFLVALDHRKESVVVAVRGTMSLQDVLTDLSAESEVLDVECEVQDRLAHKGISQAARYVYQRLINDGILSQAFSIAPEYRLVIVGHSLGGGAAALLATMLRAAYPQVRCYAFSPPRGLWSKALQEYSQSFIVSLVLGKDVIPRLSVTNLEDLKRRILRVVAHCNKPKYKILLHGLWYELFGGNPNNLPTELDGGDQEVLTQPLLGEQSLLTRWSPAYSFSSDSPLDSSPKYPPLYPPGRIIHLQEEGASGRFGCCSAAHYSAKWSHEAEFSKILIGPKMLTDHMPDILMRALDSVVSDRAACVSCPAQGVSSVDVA
HTR5A inv ag = HTR5A inverse agonists in luminescence cell assay, primary screen, counter-screen for OPRM1-OPRD1 heterodimer inverse agonist project, full-deck HTS; AID 504634, 2011; inhibition, % at 9.3 µM; HTR5A cell line, inverse agonism; 5-hydroxytryptamine receptor 5A (Homo sapiens), P47898; actives 0.083% (n = 340,000); in the data active means inhibition mostly above about 23%, no sharp cut-off; inactive means mostly below about 18%;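 further: 0% = cells with DMSO and 100% = no-cell wells with DMSO; some compounds called inactive have numbers as strong as hits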
OPRM1-OPRD1 ag = agonists of OPRM1-OPRD1 heterodimerization, primary screen, cell-based, luminescence; cells; activation, % at 9.3 µM; actives 0.3% (n = 340,000); in the data active means activation above about 18%;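 further: 0% = vehicle-treated cells and 100% = reference agonist; values of inactives mirror those of a sister screen read the other way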
* marks the source's active call; other numbers are inactive results; x = no result given.

1: CC(NC(=O)CCc1nnc(CCCc2ccccc2)o1)c1ccccc1 (configuration not stated)
2: Cc1cc(C(=O)COC(=O)c2ccc(F)cc2)c(C)n1C
3: Cc1cc(C)c2cc(CN(Cc3cccnc3)C(=O)c3ccc(F)cc3)c(Cl)nc2c1
4: COc1ccc(C(CNC(=O)c2ccc(-c3nc4ccccc4s3)o2)N2CCCC2)cc1 (configuration not stated)
5: C=CCC1(CC=C)CCCN1C(=O)CC1C(=O)NCCN1Cc1cccc(OC)c1 (configuration not stated)
6: COC(=O)c1cccc2c1NC(=O)C2=O
7: Cc1ccc(NC(=O)CCCCCN2C(=O)[C@@H]3Cc4ccccc4CN3C2=O)c(C)c1
8: O=C(NC12CC3CC(CC(C3)C1)C2)C1CC(=O)N(c2ccc(Br)cc2)C1 (configuration not stated)
screen / no.	1	2	3	4	5	6	7	8
HTR5A ag ctr	-2	-3	2	1	5	-4	1	1
Arr AP2 block	25	-6	-2	6	-10	23	14	8
MOR-DOR inv ag	-5	4	-17	0	10	26	15	8
PKA-R2B activ	-1	-5	-5	-2	-2	-2	-1	-9
PKA-R1A act	-3	-9	-11	3	12	-11	8	4
V-ATPase pHluor	-1	5	5	1	0	-1	-3	-6
Pemphigus Ab inh	108	101	101	95	98	99	x	107
DAGLB inhibitor	1	0	-2	1	-2	1	1	2
HTR5A inv ag	0	7	-5	-3	-12	21	-2	-15
OPRM1-OPRD1 ag	0.7	-0.9	2.8	0.0	-2.0	-5.0	-2.8	-1.5

Given with values under each structure: 8 of the compounds above.
Results follow in this order: HTR5A ag ctr	Arr AP2 block	MOR-DOR inv ag	PKA-R2B activ	PKA-R1A act	V-ATPase pHluor	Pemphigus Ab inh	DAGLB inhibitor	HTR5A inv ag	OPRM1-OPRD1 ag
1. CC(NC(=O)CCc1nnc(CCCc2ccccc2)o1)c1ccccc1 (configuration not stated)
  -2	25	-5	-1	-3	-1	108	1	0	0.7
2. Cc1cc(C(=O)COC(=O)c2ccc(F)cc2)c(C)n1C
  -3	-6	4	-5	-9	5	101	0	7	-0.9
3. Cc1cc(C)c2cc(CN(Cc3cccnc3)C(=O)c3ccc(F)cc3)c(Cl)nc2c1
  2	-2	-17	-5	-11	5	101	-2	-5	2.8
4. COc1ccc(C(CNC(=O)c2ccc(-c3nc4ccccc4s3)o2)N2CCCC2)cc1 (configuration not stated)
  1	6	0	-2	3	1	95	1	-3	0.0
5. C=CCC1(CC=C)CCCN1C(=O)CC1C(=O)NCCN1Cc1cccc(OC)c1 (configuration not stated)
  5	-10	10	-2	12	0	98	-2	-12	-2.0
6. COC(=O)c1cccc2c1NC(=O)C2=O
  -4	23	26	-2	-11	-1	99	1	21	-5.0
7. Cc1ccc(NC(=O)CCCCCN2C(=O)[C@@H]3Cc4ccccc4CN3C2=O)c(C)c1
  1	14	15	-1	8	-3	x	1	-2	-2.8
8. O=C(NC12CC3CC(CC(C3)C1)C2)C1CC(=O)N(c2ccc(Br)cc2)C1 (configuration not stated)
  1	8	8	-9	4	-6	107	2	-15	-1.5

Remaining list, next part.
9: Cc1ccc(Cn2c(C(C)Nc3nc(-c4ccc(Cl)cc4)cs3)nc3cc(C(=O)NCCCO)ccc32)cc1 (configuration not stated)
10: Cc1nc2c(C)cccc2cc1C(=O)N/N=C/c1cccnc1
11: Cc1ccc(-n2ncc(C(=O)Nc3cc(Cl)ccc3C)c2C2CCNCC2)cc1C
12: O=C(CCC(=O)c1cccs1)NCc1cccnc1
13: Cc1cc(C)cc(NC(=O)C(=S)NCc2ccccc2)c1
14: CCCCN1C(=O)C(CC(=O)NCCCCc2ccccc2)CC(C(=O)N(C(C)C)C(C)C)=C1C (configuration not stated)
15: O=C(CCC(=O)Nc1ccccc1)NNC(=O)CCc1ccccc1
16: Cc1ccsc1/C=N/NC(=O)CO
screen / no.	9	10	11	12	13	14	15	16
HTR5A ag ctr	2	-3	-1	-1	2	x	0	-6
Arr AP2 block	-2	-6	14	-1	17	x	-7	4
MOR-DOR inv ag	5	19	6	7	-22	x	10	2
PKA-R2B activ	-2	1	3	1	-10	-3	-6	-2
PKA-R1A act	-11	9	12	-3	9	6	0	-7
V-ATPase pHluor	1	-5	32*	-3	2	2	-2	4
Pemphigus Ab inh	103	118	99	116	107	103	108	98
DAGLB inhibitor	8	-3	1	0	-14	-3	-1	1
HTR5A inv ag	-4	-4	2	2	-5	x	-1	15
OPRM1-OPRD1 ag	-1.1	-3.5	-1.1	-1.4	4.2	x	-1.9	-0.3

17: S=C(NCCc1ccccc1)NCCc1ccccc1
18: Cc1ccc2c(c1)CCCN2C(=O)c1ccc2c(c1)OCO2
19: CCOc1ccc(CN2CCC(n3nccc3NC(=O)C3CC3)CC2)cc1CO
20: COc1ccc(NC(=O)c2csc(Cc3ccccc3)n2)cc1
21: Cc1cccc(C)c1NC(=O)CS(=O)CC(=O)NCC1OCCc2ccccc21 (configuration not stated)
22: COc1ccc2cc(C(c3nnnn3C3CCCC3)N3CCOCC3)c3nnnn3c2c1 (configuration not stated)
23: O=S(=O)(O)CCN1CCOCC1
24: CNS(=O)(=O)c1ccc(NC(=O)c2cnn3c(C(F)F)cc(-c4ccccc4)nc23)cc1
screen / no.	17	18	19	20	21	22	23	24
HTR5A ag ctr	-4	-1	1	-3	2	-1	4	-3
Arr AP2 block	6	35	1	-3	17	-3	2	31
MOR-DOR inv ag	11	1	10	-4	3	4	17	5
PKA-R2B activ	-1	-3	8	2	-16	-5	-6	-4
PKA-R1A act	-17	7	0	9	-3	-3	-2	1
V-ATPase pHluor	1	6	1	0	0	8	2	1
Pemphigus Ab inh	x	99	101	101	107	81	104	97
DAGLB inhibitor	-2	-2	-1	-4	3	-1	-1	0
HTR5A inv ag	16	-14	-3	-11	-4	4	5	1
OPRM1-OPRD1 ag	-2.2	-0.2	-2.0	0.7	-0.8	-0.9	-4.1	-1.0

25: COc1ccc(-c2cc(=O)oc3c(C)c(O)ccc23)cc1
26: CCOc1ccc(-c2onc(C(F)(F)F)c2-c2cscn2)c(O)c1
27: CN(O)/C=c1/ccc2c(n1)C(=O)C=CC=2
28: CCOC(=O)C(C)n1cnc2c(oc3ccccc32)c1=O (configuration not stated)
29: Cc1nnc(SCCc2ccccc2)[nH]c1=O
30: CC1(C)CC2CC(C)(CN2S(=O)(=O)c2cccc(C(=O)OCC(=O)NC(N)=O)c2)C1 (configuration not stated)
31: CC(=O)Nc1ccc(NC(=O)COC(=O)c2cnccn2)cc1
32: O=c1c2ccccc2nnn1CSc1ccc2ccccc2n1
screen / no.	25	26	27	28	29	30	31	32
HTR5A ag ctr	0	2	1	-3	3	-3	4	-4
Arr AP2 block	1	-14	16	7	-6	-14	8	13
MOR-DOR inv ag	1	-34	15	8	1	-11	9	12
PKA-R2B activ	10	-12	-1	0	4	-1	-3	13
PKA-R1A act	4	-8	-7	4	-10	2	6	6
V-ATPase pHluor	-1	0	1	2	3	2	-2	-1
Pemphigus Ab inh	102	98	98	95	99	94	101	x
DAGLB inhibitor	-2	-6	-2	-1	1	2	-1	-6
HTR5A inv ag	-1	14	-3	-11	-7	8	-5	-21
OPRM1-OPRD1 ag	-0.1	6.1	-2.9	-1.4	-0.1	1.7	-1.8	-2.1

33: CCOC(=O)C(C(=O)Nc1ccccc1C)C1CCCCC1 (configuration not stated)
34: COc1ccc2cc(S(=O)(=O)N3CCCC3)ccc2c1
35: COc1ccc(CCNC(=O)c2nnc(Cc3ccc(Cl)cc3)o2)cc1OC
36: CCOc1ccc(-n2cnc3sc(C)c(C)c3c2=O)cc1
37: O=C(C(=O)c1cccnc1)c1cccnc1
38: CN(C)/C=C/C(=O)c1ccncc1
39: COc1ccc(OC)c(C2C(C(=O)Nc3nc4ccccc4s3)=C(C)NC3=C2C(=O)CCC3)c1 (configuration not stated)
40: O=C(Nc1ccncc1)c1ccc2c(c1)OCCO2
screen / no.	33	34	35	36	37	38	39	40
HTR5A ag ctr	2	7	7	-2	-3	1	-3	6
Arr AP2 block	-1	-3	7	-2	26	-20	10	14
MOR-DOR inv ag	0	9	4	-3	36*	12	8	-15
PKA-R2B activ	-7	-2	-7	10	6	-2	5	4
PKA-R1A act	-3	6	-15	-4	-2	3	7	8
V-ATPase pHluor	-1	1	5	-2	2	-2	-6	-2
Pemphigus Ab inh	101	108	87	112	109	99	96	106
DAGLB inhibitor	-4	-3	2	-5	1	1	0	0
HTR5A inv ag	-19	-18	-20	7	13	-3	7	-5
OPRM1-OPRD1 ag	0.0	-1.8	-0.7	0.6	-6.8	-2.3	-1.4	2.6

41: CC(NC(=O)c1ccco1)C1CCCO1 (configuration not stated)
42: CCn1cc(CNC(=O)C2CCC(=O)N(C3CCCCCC3)C2)cn1 (configuration not stated)
43: Cc1ccc(/C=C(\NC(=O)c2ccccc2)C(=O)NCCc2ccccn2)o1
44: Cn1nc(CC(=O)NC2CCCCCCCCCCC2)c2ccccc2c1=O
45: O=C(CN1CCN(Cc2ccccc2)CC1)Nc1ccc(Cl)cn1
46: CCOC(=O)C1CCN(C(=O)COC(=O)CNC(=O)c2sc3ccccc3c2Cl)CC1
47: Fc1ccc(OCc2nc(-c3cccs3)no2)cc1
48: CCc1ccc(-c2cc(C)no2)cc1S(=O)(=O)N1CCN(c2ccccc2)CC1
49: COC(=O)c1ccc(S(N)(=O)=O)o1
50: Cc1ccc(S(=O)(=O)N2CCC(=O)N(CCOC(=O)Nc3ccc(C)c(C)c3)CC2)cc1
51: CC(=O)c1cccc(NC(=O)CC2Oc3ccc(C)cc3NC2=O)c1 (configuration not stated)
screen / no.	41	42	43	44	45	46	47	48	49	50	51
HTR5A ag ctr	4	2	-6	3	-2	2	5	-3	2	0	-1
Arr AP2 block	6	-9	0	-3	24	6	13	-7	30	-2	5
MOR-DOR inv ag	-1	6	23	15	12	17	10	21	14	12	11
PKA-R2B activ	4	-7	0	-9	-3	10	9	-13	5	-3	-1
PKA-R1A act	4	0	-6	-8	12	-7	3	-14	3	-6	10
V-ATPase pHluor	0	2	4	2	3	3	1	5	-1	1	1
Pemphigus Ab inh	103	105	105	98	x	100	x	x	97	106	109
DAGLB inhibitor	-3	0	0	-1	-1	-1	-6	-4	1	2	0
HTR5A inv ag	1	5	16	-4	-6	3	6	4	-10	-1	2
OPRM1-OPRD1 ag	0.1	-1.1	-3.9	-2.8	-2.4	-4.4	-2.0	-4.0	-3.1	-2.3	-2.3
